PLC-gamma1 inh – PLC-gamma1 (human) inhibition, primary screen. 370,000 tested, 0.84% active. inhibition, % at 12.2 µM. purified PLC-gamma1, fluorogenic substrate, fluorescence; in the data active = inhibition above about 9.5%
ADAM10 inh – inhibits human ADAM10 | inhibition, % at 7 µM | 370,000 tested, 0.62% active | O14672 | AID 720582 | recombinant ADAM10, EDANS/DABCYL FRET peptide cleavage, 3 h;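 active = inhibition above a per-campaign cutoff equal to the mean of compounds falling between control-based bounds plus 3 SD, cut at about 20% in these data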;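 also: 0% = DMSO wells while the 100% control is not disclosed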
Target sequence (O14672 214-748 limits assumed): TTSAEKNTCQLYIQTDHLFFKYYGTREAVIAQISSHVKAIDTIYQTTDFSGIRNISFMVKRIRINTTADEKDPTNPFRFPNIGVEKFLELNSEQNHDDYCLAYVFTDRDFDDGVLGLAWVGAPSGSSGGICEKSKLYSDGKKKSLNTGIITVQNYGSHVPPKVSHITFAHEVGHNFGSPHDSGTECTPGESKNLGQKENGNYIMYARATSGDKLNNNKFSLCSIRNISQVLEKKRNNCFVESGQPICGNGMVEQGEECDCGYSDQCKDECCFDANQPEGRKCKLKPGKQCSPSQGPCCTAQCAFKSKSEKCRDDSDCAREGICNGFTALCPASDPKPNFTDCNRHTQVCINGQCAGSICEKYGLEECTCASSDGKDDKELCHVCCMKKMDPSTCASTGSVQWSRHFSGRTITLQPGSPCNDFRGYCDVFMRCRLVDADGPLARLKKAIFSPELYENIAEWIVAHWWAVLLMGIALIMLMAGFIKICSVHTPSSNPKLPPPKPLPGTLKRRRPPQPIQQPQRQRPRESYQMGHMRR
LEDGF integ inh – blocks HIV-1 LEDGF/p75-dependent DNA integration. TR-FRET IN-LEDGF/p75 DNA integration, Eu/Cy5. inhibition, % at 3.7 µM. 370,000 tested, 0.64% active;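 active = inhibition above the screen-wide mean plus 3 SD, cut at about 13% in these data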;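 also: signal is the Cy5 over europium emission ratio at 671 and 618 nm; 0% = plate median of compound wells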
ADAM17 inh – ADAM17 inhibition, QFRET primary screen; recombinant ADAM17, EDANS/DABCYL FRET peptide cleavage; inhibition, % at 6.95 µM; 370,000 tested, 0.83% active;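 active = inhibition above the mean of compounds lying between control limits plus 3 SD, set per campaign, cut at about 8.5% in these data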;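 also: 0% = DMSO-only wells as the low control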
Tn7 DDE FP – disrupts Tn7 cyclic peptide binding to fibrin D-Dimer-E complex; P02675; FP displacement of FITC-Tn7 peptide from fibrin DD(E); 0% = median of compound wells per plate; inhibition, % at 8.3 µM; 370,000 tested, 0.13% active; AID 720508;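 active = inhibition above the mean of compounds falling within the control limits plus 3 SD of them, cut at about 14% in these data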;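 also: 0% = plate median of compound wells and 100% = 10 µM Aha-Tn7 peptide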
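Measure: % inhibition scaled between sample-field median and high-control FP; Test system: human fibrin DD(E); Quantity: 2 µM final DD(E) protein; Doses: one dose, 8.3 µM nominal; Schedule: compound with protein 10 min, then 3 h after probe, room temperature; Detection: fluorescence polarization; Medium: Tris buffer with calcium and detergent, pH 7.8.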
ASAP1 GAP inh – ASAP1 ArfGAP inhibition; 360,000 tested, 0.19% active; inhibition, % at 16.5 µM; AID 624377; Q9ULH1; ASAP1-stimulated ARF1 GTP hydrolysis, GDP FP detection; in the data active = inhibition above about 25%;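 also: 0% = vehicle with enzyme and substrate and 100% = no enzyme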
Target sequence (Q9ULH1 325-724 limits assumed): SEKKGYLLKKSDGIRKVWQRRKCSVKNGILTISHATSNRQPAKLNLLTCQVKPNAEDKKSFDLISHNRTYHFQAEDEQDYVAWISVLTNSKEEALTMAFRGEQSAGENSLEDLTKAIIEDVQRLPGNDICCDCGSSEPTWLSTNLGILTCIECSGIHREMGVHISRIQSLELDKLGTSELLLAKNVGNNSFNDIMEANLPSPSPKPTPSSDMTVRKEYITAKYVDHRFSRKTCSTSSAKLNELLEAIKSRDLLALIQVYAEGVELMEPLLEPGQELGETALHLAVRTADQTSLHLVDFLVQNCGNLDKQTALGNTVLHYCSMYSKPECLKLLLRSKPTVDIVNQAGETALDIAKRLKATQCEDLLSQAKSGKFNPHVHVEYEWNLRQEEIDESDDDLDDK
ARFGAP1 inh – rat ARFGAP1 inhibition | Q62848 | inhibition, % at 16.5 µM | Arfgap1-stimulated ARF1 GTP hydrolysis, GDP FP detection | 360,000 tested, 0.26% active;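 active = inhibition above a per-plate limit, mean inhibition of low control wells plus 3 SD, cut at about 25% in these data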;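 also: 0% = DMSO wells with enzyme and 100% = wells lacking Arfgap1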
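System: truncated rat Arfgap1 GAP domain / Benchmarks: high control wells lacking Arfgap1, low control full reaction with DMSO / Times: compound-enzyme preincubation 20 min, reaction 120 min, detection 60 min, 25 °C / Repeats: one replicate per compound / Also added: human ARF1(Δ1-17)-GTP substrate / Measured by: Tracer-displacement fluorescence polarization with EDTA stop, 620/688 nm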
proKLK7 act – activates the human kallikrein-7 zymogen; P49862; purified proKLK7, EDANS-DABCYL substrate fluorescence; 100% is mature enzyme control, 0% vehicle; activation, % at 7 µM; 370,000 tested, 0.9% active;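 active = activation above the mean of all tested compounds plus 3 SD, computed per campaign excluding outliers beyond control limits, cut at about 13% in these data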
Tn6 DDE FP – disrupts Tn6 cyclic peptide binding to fibrin D-Dimer-E complex; AID 720509; inhibition, % at 8.3 µM; Fibrin DD(E) TRITC-Tn6 fluorescence polarization displacement; 370,000 tested, 0.21% active; P02675;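 active = inhibition above a per-campaign cutoff: mean of compounds within control limits plus 3 SD, cut at about 15% in these data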;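 also: 0% = median of all compound wells on the plate and 100% = blocking peptide control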
TDP2 inh – blocks human TDP2 phosphodiesterase activity; recombinant TDP2, T5PNP hydrolysis, p-nitrophenol absorbance 415 nm; inhibition, % at 12.8 µM; 370,000 tested, 0.34% active;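 active = inhibition above the mean of all tested compounds plus 3 SD, set per campaign, cut at about 25% in these data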;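 also: 0% = DMSO with enzyme and 100% = buffer with substrate but no TDP2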
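System: recombinant human TDP2 / Amount: 120 nM TDP2 per well / Also added: 5 mM T5PNP chromogenic substrate / Doses: 12.8 µM single point, 1% DMSO / Incubation: 2 h at 37 °C / Detection: p-Nitrophenol epi absorbance / Evaluation: % inhibition relative to enzyme-containing and enzyme-free wells / Repeats: singlicate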
* hit, by the source's call; i = inactive; / = no result given. Not a hit list; about 4.2% have a hit in one of these screens.

nr	PLC-gamma1 inh	ADAM10 inh	LEDGF integ inh	ADAM17 inh	Tn7 DDE FP	ASAP1 GAP inh	ARFGAP1 inh	proKLK7 act	Tn6 DDE FP	TDP2 inh	canonical_smiles
1	6	-20	-2	-5	0	10	-10	-0.1	-2	5	O=C(NCCc1ccccc1O)c1cc2c(cc1[N+](=O)[O-])OCO2
2	4	-5	2	0	-7	-13	-8	-0.5	0	-3	CC(C)N1CC2(CC(c3ccc(Cl)cc3Cl)=NO2)CN1C(=O)c1ccc(C(C)(C)C)cc1 (stereo not drawn)
3	-2	-23	-1	-14	-3	-2	-1	0.4	0	-2	Cc1cc(=O)c2c(C)ccc(C)c2[nH]1
4	0	-6	1	-1	-6	2	2	0.7	-2	5	Cc1nn(C)c(C)c1S(=O)(=O)N(CC(=O)N1CCc2ccccc21)c1ccc(C(C)C)cc1
5	1	6	0	1	2	-2	-7	0.1	-7	6	CCN(CC)S(=O)(=O)c1ccc(-c2ccc(S(=O)(=O)N(CC)CC)cc2)cc1
6	-3	-9	-1	-7	0	0	-2	0.1	4	6	COCCN(C(=O)c1ccccc1OC)c1nnc(C)s1
7	-45	-7	2	1	0	-16	-4	0.6	-4	1	Cc1cccc(NC(=O)/C(C#N)=C\c2cc(C)n(-c3ccc(C(=O)O)cc3)c2C)c1
8	-10	-8	2	-7	3	-7	0	-0.9	-1	-7	COC(=O)c1cc2c(=O)c3ccccc3oc2nc1C
9	1	4	3	1	-2	-6	-7	-1.3	1	4	Cc1ccc(S(=O)(=O)N2CCN(C(=O)COC(=O)/C=C/c3ccccc3)CC2)c(C)c1
10	-2	-4	-3	-2	-4	-1	11	0.9	5	7	Cc1noc(C)c1CCC(=O)O
11	3	-1	1	3	-4	4	6	0.2	1	-4	O=C(COC(=O)C1CC1)Nc1ccc(N=Nc2ccccc2)cc1
12	0	8	-1	-2	-1	-3	2	0.2	4	-2	CC1(C)CC(=O)C2=C(C1)OC(N)=C(C#N)C21C(=O)N(Cc2ccccc2Cl)c2ccccc21 (stereo not drawn)
13	-3	10	3	1	11	-1	-1	0.5	9	6	Cc1nnc(SCC(=O)Nc2ccc(S(=O)(=O)N3CCCCC3)cc2)s1
14	1	-5	2	0	6	-17	-2	-0.1	3	2	O=C(CC1NCCN(Cc2ccccc2)C1=O)Nc1ccccc1 (stereo not drawn)
15	-312	i	2	-246	-3	/	/	/	-5	-13	COc1ccc(C2Nc3ccccc3C(=O)N2Cc2ccco2)cc1COc1c(C)cc(NC(C)=O)cc1C (stereo not drawn)
16	3	0	-2	-1	3	-2	15	2.3	5	1	CCOC(=O)N1C(=O)C[C@](Sc2ccc(C)cc2)(C(=O)OC)[C@H]1c1ccccc1
17	2	-6	-1	-5	-5	-10	-3	0.4	-2	4	Cc1cccc(C)c1N1CCN(S(=O)(=O)N2CCOCC2)CC1
18	-2	-4	1	-2	-3	-11	-8	0.2	7	-9	CN(C)CCNc1ncnc2c1ncn2[C@H]1CN(Cc2cccs2)C[C@@H](CO)O1
19	-28	-322	-3	-56	2	1	2	-3.9	-2	-3	Cc1ccc(-c2nc3ccc(C(=O)O)cc3nc2-c2ccc(C)cc2)cc1
20	1	-12	-1	-6	-8	-1	17	-0.2	-2	1	COC(=O)[C@@]12C[C@@H](CC(=O)N3CCSCC3)C(=O)N(Cc3ccco3)C1=CCC(C)(C)C2
21	0	-1	0	-1	-1	-1	-3	-0.4	2	8	COCCOC(=O)c1[nH]c2c(c1C)C(=O)CC(c1ccc(F)cc1)C2 (stereo not drawn)
22	-1	-2	-1	2	-7	-2	5	-0.2	-3	-18	CCOc1cc(Cl)c(NC(C)=O)cc1OCC
23	2	2	0	-2	0	3	0	0.2	-2	9	Cc1cccc(-c2nc3ccccc3c(=O)n2NC(=O)c2cccnc2Cl)c1
24	-1	-5	-2	-1	2	-6	-1	0.1	11	-1	COc1cccc(C(=O)Nc2ccc(S(=O)(=O)Nc3nccc(C)n3)cc2)c1
25	2	6	0	-2	6	-7	-5	-0.1	5	4	CCN1CCN(C(=O)c2ccc(Sc3ccccc3Cl)c([N+](=O)[O-])c2)CC1
26	-21	-5	3	-7	0	6	2	0.2	3	5	CCCN=C1N/C(=C\c2ccco2)C(=O)N1c1ccccc1
27	5	1	-3	-1	-5	-9	9	0.0	1	-8	Cc1cc(S(=O)(=O)N2CCCCC2)c(C)s1
28	-3	-7	-3	-5	2	-1	3	-0.2	5	10	COc1cc2c(cc1OC)C(C(=O)NCCN1CCOCC1)C1c3ccccc3CCN1C2=O (stereo not drawn)
29	2	-18	-6	1	7	6	4	-0.1	1	-8	Cc1c(C(=O)NCc2ccc3c(c2)OCCO3)sc(=O)n1Cc1ccc(C(=O)N(C)C)cc1
30	-12	-9	5	-5	0	1	-7	0.7	-2	-8	COC(=O)c1cc(S(=O)(=O)N2CCN(c3ccc(C(C)=O)cc3)CC2)c[nH]1

Of the compounds above, these have a nitro group on carbon.
nr	PLC-gamma1 inh	ADAM10 inh	LEDGF integ inh	ADAM17 inh	Tn7 DDE FP	ASAP1 GAP inh	ARFGAP1 inh	proKLK7 act	Tn6 DDE FP	TDP2 inh	canonical_smiles
1	6	-20	-2	-5	0	10	-10	-0.1	-2	5	O=C(NCCc1ccccc1O)c1cc2c(cc1[N+](=O)[O-])OCO2
25	2	6	0	-2	6	-7	-5	-0.1	5	4	CCN1CCN(C(=O)c2ccc(Sc3ccccc3Cl)c([N+](=O)[O-])c2)CC1

Next part.
nr	PLC-gamma1 inh	ADAM10 inh	LEDGF integ inh	ADAM17 inh	Tn7 DDE FP	ASAP1 GAP inh	ARFGAP1 inh	proKLK7 act	Tn6 DDE FP	TDP2 inh	canonical_smiles
31	-7	-5	-1	-4	5	-6	0	0.3	8	2	Cc1c(C(C)C[C@H](C)O)oc(=O)c2c1Oc1c(C)c(C(C)C[C@H](C)O)oc(=O)c1C2 (stereo partly drawn)
32	1	-3	5	4	-7	8	20	-0.4	-7	-1	Cc1ccc2ccccc2c1C(O)c1ncc(-c2cccc(F)c2)[nH]1 (stereo not drawn)
33	-7	-25	1	-10	1	8	2	-0.9	1	8	O=C(NCCCl)C1Cc2c(ccc3ccccc23)O1 (stereo not drawn)
34	-4	-1	-1	-5	5	-3	-9	0.8	6	3	OC1(c2cccnc2)CCN(Cc2nnnn2Cc2ccccc2)CC1
35	-2	-1	1	-1	-2	13	5	0.1	3	4	CCOC(=O)c1sc(NC(=O)c2ccc(CC)s2)nc1C
36	-1	-5	-1	2	4	2	8	0.2	1	-13	Cc1ccc(N(CC(=O)NCCc2ccccc2)S(=O)(=O)c2c(C)noc2C)cc1
37	i	i	6	i	7	-13	-12	37*	0	-20	CCc1c(C)c2cc(Cl)c(O)c(CN3CCCC3)c2oc1=O
38	-2	2	2	5	-8	0	8	-0.5	-1	-7	O=C(C1=C[C@@H](c2ccc(C(F)(F)F)cc2)C[C@@H](OCc2ccc(CO)cc2)O1)N1CCN(Cc2ccccc2)CC1
39	0	-2	2	3	0	-3	1	-0.3	3	-2	Cc1cc(C)n(CC(=O)NNC(=O)COc2ccc(F)cc2Br)n1
40	-28	-6	9	3	-5	5	9	0.5	-3	-13	c1ccc2c(c1)-c1nc3ccccc3cc1C2N1CCCCC1 (stereo not drawn)
41	-42	-78	-3	-23	-2	11	-2	-8.8	5	-1	Cc1ccc2nc(-c3ccc(SCC(=O)Nc4cc(C)on4)nc3)[nH]c2c1
42	-1	-1	1	-3	2	10	3	0.7	0	8	CC(C)=CC(=O)OCC(=O)Nc1cc([N+](=O)[O-])ccc1F
43	-18	-31	7	-8	0	-3	8	-0.1	-8	-11	COc1ccc(C2CC(c3ccc(Cl)c(Cl)c3)Nc3nc(N)nn32)cc1 (stereo not drawn)
44	0	-7	-3	-6	6	-5	-3	-0.1	2	0	CCOc1ccc(N(C)S(=O)(=O)c2ccc3[nH]cc(C(=O)NCCOC)c(=O)c3c2)cc1
45	0	1	-7	-3	-1	0	13	0.4	-4	-13	CC(=O)c1cccc(N(CC(=O)NC2CCCCC2)C(=O)Cn2nnc(-c3ccccc3)n2)c1
46	-10	-45	-2	-19	1	-4	-1	2.0	-4	1	Cc1ccc(NS(=O)(=O)c2ccc(-n3cccn3)cc2)nc1
47	1	-4	-1	-7	2	11	0	0.0	-9	5	C#CCOC(=O)Nc1cnccc1C(F)(F)F
48	2	0	-2	-2	-5	/	/	0.1	-2	0	COP(=O)(OC)C(NC(=O)OCc1ccccc1)C(C)C (stereo not drawn)
49	-14	-40	0	-6	12	-17	-6	0.4	1	-5	COc1ccc([C@@H]2C=C(C(=O)O)O[C@H](OCCCCO)C2)cc1
50	-8	0	2	-1	-2	-8	0	0.3	5	12	CCN(CC)c1ccc(NC2CC(=O)N(CCc3ccc(OC)cc3)C2=O)cc1 (stereo not drawn)
51	1	-2	1	-4	5	1	-1	0.3	4	23	NC(=O)C1CCN(C(=O)NC2CC(=O)N(c3ccc4c(c3)OCCO4)C2)CC1 (stereo not drawn)
52	3	4	1	0	-4	-2	17	0.2	1	2	COc1ccc(CC(=O)NCCc2ccc(S(N)(=O)=O)cc2)cc1
53	1	-5	1	-3	-5	1	-6	0.5	-6	0	COc1cc(NC2c3ccccc3C(=O)N2c2cc(C)ccn2)cc(OC)c1OC (stereo not drawn)
54	11*	-5	8	-2	1	-2	2	0.2	-5	-7	COc1ccc(CNC(=O)CCn2c(C)csc2=O)cc1
55	4	9	1	-1	-3	-20	2	0.3	2	-6	Cc1cc(C)n2nc(-c3cccnc3)nc2n1

High-throughput results deposited in PubChem BioAssay by The Scripps Research Institute Molecular Screening Center.
